Compound activity from PubChem.
PREPL inhibitor: PREPL enzyme inhibitors, primary screen, biochemical, fluorescence polarization | Prolyl endopeptidase-like (Homo sapiens), Q4J6C6 | recombinant PREPL, fluorescence polarization activity-based probe | inhibition, % at 5.96 µM | 320,000 compounds, 0.68% hits | AID 2751, 2010; in the data active = inhibition above about 43%;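 note: 0% = enzyme with DMSO and 100% = wells lacking enzyme; many of its hits are not listed in these tables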
LYPLA1 inh: LYPLA1 inhibitors, primary screen, counter-screen for PME1 inhibitor project, biochemical, fluorescence polarization, FP-Rh probe ABPP; recombinant LYPLA1; AID 2174, 2009; 320,000 compounds, 0.16% hits; inhibition, % at 5.9 µM;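 active = inhibition above the mean of all tested compounds plus 3 SD, set per campaign, cut at about 14% in these data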;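 note: inhibitors block serine hydrolase probe labeling of LYPLA1 so polarization falls; 0% = enzyme with DMSO and 100% = wells lacking LYPLA1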
PME-1 inh: PME-1 inhibitors via competitive probe labeling, primary screen, biochemical, fluorescence polarization, FP-Rh probe, HTS. recombinant PME-1. inhibition, % at 5.9 µM. 320,000 compounds, 0.53% hits;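 active = inhibition above the campaign mean of all compounds plus 3 SD, cut at about 26% in these data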;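 note: competitive labeling of PME-1 active site by serine hydrolase directed probe; 0% = PME-1 with DMSO and 100% = wells lacking PME-1 enzyme; inhibitors block probe labeling so polarization falls and inhibition rises; many of its hits are not listed in these tables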
LYPLA2 inh: LYPLA2 inhibitors, primary screen, counter-screen for PME1 inhibitor project, biochemical, fluorescence polarization, FP-Rh probe ABPP; recombinant LYPLA2; inhibition, % at 5.9 µM; 320,000 compounds, 0.38% hits; AID 2177, 2009;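 active = inhibition above the screen-wide mean plus 3 SD, limit set per campaign, cut at about 26% in these data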;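 note: 0% = LYPLA2 with DMSO and 100% = wells lacking LYPLA2 enzyme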
PAFAH1B3 FP inh: PAFAH1B3 enzyme inhibitors, primary screen, biochemical, fluorescence polarization, human; Platelet-activating factor acetylhydrolase IB subunit alpha1 (Homo sapiens), Q15102; recombinant PAFAH1B3, FP-rhodamine probe; inhibition, % at 3.39 µM; 340,000 compounds, 0.28% hits; AID 492972, 2010;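 active = inhibition above the screen-wide average of all tested compounds plus 3 SD, cut at about 25% in these data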;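 note: 0% = enzyme with DMSO only and 100% = wells lacking PAFAH1B3 protein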
pPAFAH inh: pPAFAH enzyme inhibitors, primary screen, biochemical, fluorescence polarization, human. Platelet-activating factor acetylhydrolase (Homo sapiens), Q13093. recombinant pPAFAH, FP-rhodamine probe fluorescence polarization. inhibition, % at 3.39 µM. 330,000 compounds, 1.5% hits. AID 463082, 2010;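 active = inhibition above the mean inhibition across the screen plus 3 SD, cut at about 25% in these data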;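 note: inhibitors block binding of the rhodamine activity-based probe so polarization drops; 0% = enzyme with DMSO and 100% = wells lacking pPAFAH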
GSTO1 inh: inhibitors of recombinant GSTO1, primary screen, counter-screen for RBBP9 inhibitor project, biochemical, fluorescence polarization; Glutathione S-transferase omega-1 (Homo sapiens), P78417; activity-based probe fluorescence polarization; inhibition, % at 5.96 µM; 300,000 compounds, 1.1% hits; AID 1974, 2009;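 active = inhibition above the campaign mean inhibition plus 3 SD, cut at about 35% in these data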;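 note: 0% = GSTO1-1 with DMSO and 100% = wells lacking GSTO1-1 enzyme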
PAFAH1B2 inh: PAFAH1B2 enzyme inhibitors, primary screen, biochemical, fluorescence polarization, human | Platelet-activating factor acetylhydrolase IB subunit alpha2 (Homo sapiens), P68402 | recombinant PAFAH1B2, FP-rhodamine activity probe | inhibition, % at 3.39 µM | 340,000 compounds, 1.2% hits | AID 492953, 2010;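 active = inhibition above the mean of all tested compounds plus 3 SD, cut at about 24% in these data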;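 note: 0% = enzyme with DMSO and 100% = wells lacking PAFAH1B2; many of its hits are not listed in these tables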
Target sequence (P68402 whole entry, looked up): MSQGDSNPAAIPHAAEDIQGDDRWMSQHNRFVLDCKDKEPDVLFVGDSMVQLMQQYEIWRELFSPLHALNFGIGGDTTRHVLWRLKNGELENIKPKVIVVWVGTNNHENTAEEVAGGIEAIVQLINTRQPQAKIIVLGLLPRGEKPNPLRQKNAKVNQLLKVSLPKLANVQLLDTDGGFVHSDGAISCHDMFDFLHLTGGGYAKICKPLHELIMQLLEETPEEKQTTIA
PAD4 inh: human PAD4 inhibitors, primary screen, biochemical, fluorescence polarization, 1536-well format; inhibition, % at 6.36 µM; 330,000 compounds, 0.41% hits; AID 485272, 2010; recombinant PAD4, RCA probe fluorescence polarization;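 active = percent inhibition above a cutoff equal to the mean of all tested compounds plus 3 SD, cut at about 15% in these data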;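 note: 0% = PAD4 with RCA probe and DMSO and 100% = probe without PAD4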
Target sequence (Q9UM07 whole entry, looked up): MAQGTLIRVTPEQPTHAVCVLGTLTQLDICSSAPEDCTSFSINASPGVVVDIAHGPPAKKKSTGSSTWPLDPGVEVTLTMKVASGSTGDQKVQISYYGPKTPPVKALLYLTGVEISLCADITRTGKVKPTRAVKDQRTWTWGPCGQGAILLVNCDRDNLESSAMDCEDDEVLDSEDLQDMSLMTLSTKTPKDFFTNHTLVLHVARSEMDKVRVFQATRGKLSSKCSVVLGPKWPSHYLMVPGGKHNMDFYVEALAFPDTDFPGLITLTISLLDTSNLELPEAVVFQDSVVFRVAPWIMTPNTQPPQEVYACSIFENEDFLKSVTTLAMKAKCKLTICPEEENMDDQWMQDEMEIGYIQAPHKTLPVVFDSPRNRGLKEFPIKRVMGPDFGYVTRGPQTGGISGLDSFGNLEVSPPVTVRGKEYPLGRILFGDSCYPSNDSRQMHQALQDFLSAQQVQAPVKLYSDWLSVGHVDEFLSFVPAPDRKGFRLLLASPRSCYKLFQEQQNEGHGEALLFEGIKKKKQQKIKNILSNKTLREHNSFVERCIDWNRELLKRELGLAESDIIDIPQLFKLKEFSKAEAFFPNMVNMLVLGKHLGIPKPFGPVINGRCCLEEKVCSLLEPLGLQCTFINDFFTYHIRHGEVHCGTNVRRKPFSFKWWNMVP
An asterisk follows results filed as active; x = no result given; & = joins results of further samples. This is a subset; the hit share may differ from the screen's.

SMILES	PREPL inhibitor	LYPLA1 inh	PME-1 inh	LYPLA2 inh	PAFAH1B3 FP inh	pPAFAH inh	GSTO1 inh	PAFAH1B2 inh	PAD4 inh
CC1C(=O)N2CCCc3cc(NC(=O)C4CC4)cc1c32 (configuration not stated)	1	2	3	-3	4	6	3	0	-3
N#CC(c1ccccc1)c1cnccn1 (configuration not stated)	-6	1	0	1	-5	5	4	-1	2
COc1ccc(OC)c(NS(=O)(=O)c2c(C)nc3sccn3c2=O)c1	4	2	3	1	6	3	4	0	-1
CN(CC(=O)NCCc1ccccn1)S(=O)(=O)c1ccc(Cl)cc1	21	-2	-6	-8	0	5	2	1	-4
CSCCC(NS(=O)(=O)c1ccc(Cl)cc1)C(=O)OCC(=O)c1c(C)[nH]c2ccccc12 (configuration not stated)	-26	-26	-23	-46	1	14	-11	4	-9
Cn1c(C(=O)N2CCc3ccccc3C2)cc2oc3ccccc3c21	23	-2	3	0	12	10	2	1	-4
Cc1ccc(N=C2CCCCCN2C)c(C#N)c1	3	3	4	3	4	5	-1	1	-3
CCCCCC(O)CCC(=O)NNC1=CC(=O)CC(C)(C)C1 (configuration not stated)	1	0	-3	3	7	3	0	1	-4
Cc1ccc(NC(=O)COC(=O)C2CSC3(C)CCC(=O)N23)cc1S(=O)(=O)N1CCOCC1 (configuration not stated)	8	1	5	13	14	0	-7	-1	-1
O=C(NC(CC(=O)N1CCCC(C(F)(F)F)C1)c1ccccc1)c1ccccc1Cl (configuration not stated)	-3	0	-2	-3	12	4	4	-4	1
C/C(=N\NC(=O)CNc1cccc(C(F)(F)F)c1)c1cccc(Br)c1	9	-6	9	-1	1	5	1	2	2
N#CC1=C(N)Oc2n[nH]c(-c3cccs3)c2C1C1C=CCCC1 (configuration not stated)	-9	-6	-1	-1	-8	-4	15	18	-6
Cc1ccc(-n2nnnc2SCC(=O)c2c(N)n(C3CC3)c(=O)[nH]c2=O)cc1C	4	2	-1	2	9	-1	x	-1	0
CCC(C)(C(=O)NC1CCCC1)N(C(=O)CC1NC(=O)NC1=O)c1ccc(C)cc1 (configuration not stated)	-1	1	0	-4	5	-1	6	4	4
CC(=O)c1cccc(NC(=O)c2cc(C)nn2-c2ccccc2)c1	-1	-2	-4	3	9	7	-2	3	-4
Cn1c(SCC(=O)Nc2nncs2)nnc1C1CC1	13	-7	-5	-1	13	7	12	4	-9
CCOC(=O)C1(Cc2ccc(Cl)cc2)CCN(C(=O)c2cnc(C)cn2)CC1	17	6	3	6	-2	0	3	6	5
Cc1cccc(-c2nc(CS(=O)CC(=O)N3CC(C)CC(C)C3)c(C)o2)c1 (configuration not stated)	15	3	1	10	3	6	9	4	-4
N#C/C(=C\Nc1ccc2c(c1)OCCO2)C(=O)NCc1ccco1	-1	-2	6	-1	4	2	-1	2	2
CC(C)(C)OC(=O)NCCCC[C@H](NC(=O)c1[nH]cnc1C(=O)N[C@@H](Cc1ccccc1)C(=O)OC(C)(C)C)C(=O)OC(C)(C)C	12	-10	-16	-22	-10	6	-3	-9	6
CCSc1nnc(NC(=O)C2(C)Cc3ccccc3C(=O)O2)s1 (configuration not stated)	3	0	-3	1	6	4	0	3	3
O=C(NCC(O)COc1ccc([N+](=O)[O-])cc1)c1ccccc1 (configuration not stated)	19	3	2	2	6	1	5	11	4
C[C@@H]1CN([C@H](C)CO)C(=O)c2cc(NS(=O)(=O)c3cn(C)cn3)ccc2O[C@@H]1CN(C)S(C)(=O)=O	3	x	x	x	16	1	x	9	1
COc1cc(C(=O)OCC(=O)N2CCCC2)cc2c1OCCO2	5	5	2	7	1	4	x	-2	2
CC(=O)c1c(C)oc2ccc(NS(=O)(=O)c3ccc(C)cc3)cc12	-1	0	-17	0	7	-4	-6	4	-1
Cc1ccc(Cl)cc1N1CCN(C(=O)CCCn2c(=O)c3cccn3c3cccnc32)CC1	-25	7	3	38*	8	8	1	-2	5
Cc1csc(NC(=O)c2cc3c(s2)CCCCC3)n1	-3	-7	-2	-6	-2	-2	-10	3	0
O=S(=O)(c1ccc2ccccc2c1)N1CCCCC1	9	1	11	4	8	4	14	6	2
O=C(Oc1ccc2ccc(=O)oc2c1)N1CCOCC1	15	-3	-7	-5	1	-9	1	-2	0
CC(C)=C1C2CCC1C1C(=O)N(c3nc(-c4ccc(F)cc4)c(C)s3)C(=O)C21 (configuration not stated)	-23	-2	-4	-3	-8	7	-3	11	-1
O=C(N/N=C/c1ccccn1)c1ccc(Br)o1	20	-1	-6	4	1	1	11	10	3
O=C(O)CSC1CC(=O)N(c2ccc(Br)cc2)C1=O (configuration not stated)	-14	0	-4	4	6	4	3	5	1
Cc1ccc(S(=O)(=O)N(C)C)cc1NC(=O)COC(=O)c1ccc2c(=O)n3c(nc2c1)CCC3	-3	-4	8	-2	1	-7	-6	4	-1
Cc1ccc(C(C(=O)NCCc2ccccc2)N(C(=O)c2csnn2)C2CC2)o1 (configuration not stated)	2	2	-1	3	-1	5	-1	3	-4
Cc1cc(Cl)ccc1NC(=S)N1CCN(Cc2ccccc2)CC1	6	-1	-3	2	3	5	-1	7	1
CCCCNC(=O)C(C)N(CCN(C)C)C(=O)CCCN1C(=O)NC(c2ccc(Cl)cc2)C(C(=O)OCc2ccccc2)=C1C (configuration not stated)	x	x	x	x	4	9	x	9	3
COc1cc(/C=C2\SC(N3CCc4ccccc4C3)=NC2=O)cc(OC)c1OC	10	-1	0	1	4	-4	1	1	0
CCCCn1c(N)c(N(CCOC)C(=O)COC(=O)COc2ccccc2C#N)c(=O)[nH]c1=O	11	0	-2	3	4	-3	-7	3	3
COc1ccccc1NNC(=O)c1cc(C(C)(C)C)nn1Cc1ccccc1	18	2	-3	8	2	8	4	5	4
CCOCCCNC(=O)/C(C#N)=C/c1ccc(C)o1	6	-6	-11	0	8	-2	16	-8	4
O=C(Cn1nnc2ccccc21)N1CCCCC1	3	2	2	9	8	0	-5	-1	-3
CCN(Cc1ccccc1)C(=O)CSc1ncn[nH]1	-6	2	-4	3	2	2	-3	6	2
CCn1cc(/C=C(\NC(=O)c2ccccc2Cl)C(=O)N2CCOCC2)c2ccccc21	14	3	1	1	-2	-2	-2	1	-5
Cc1[nH]n(-c2nc(-c3ccccc3)cc(=O)[nH]2)c(=O)c1CCO	5	-4	0	1	7	0	9	-4	0
COc1ccc(Cl)cc1NC(=O)CCc1nnc2ccc(N3CCN(C)CC3)nn12	16	-7	-1	5	-5	5	-2	2	-3
COc1cc(C)c(Br)cc1S(=O)(=O)NCCN1CCOCC1	-2	1	-3	-4	0	4	3	3	4
C/C(=N\Nc1ccc([N+](=O)[O-])cc1)c1ccc(N)cc1	10	-1	9	4	7	-2	5	1	-3
O=C(NC1=C(NC2CCS(=O)(=O)C2)C(=O)c2ccccc2C1=O)c1ccccc1 (configuration not stated)	11	2	6	4	66*	8	81*	13	26*
O=C(Cn1nnc(-c2ccccc2F)n1)Nc1ccc(C(=O)N2CCOCC2)cc1	1	-1	0	3	8	0	-5	4	-4
CCOc1ccc(-c2noc(CCC(=O)NC)n2)cc1OCC	-4	-2	-8	-3	8	-2	3	4	1
CCCCC1(Cc2ccc(OC)c([N+](=O)[O-])c2)C(=O)N(c2ccccc2)N(c2ccccc2)C1=O	2	-2	3	0	2	1	2	9	-1
CCOC(=O)N1CCN(C(=S)Nc2ccc(C)cc2)CC1	7	2	-10	6	3	3	2	-2	1
c1ccc(Nc2c3c(nc4ccccc24)CCC3)cc1	-2	-3	-4	-2	1	4	2	-3	-1
Cn1c(=O)c2c(nc(SCC(=O)NC34CC5CC(CC(C5)C3)C4)n2C)n(C)c1=O	6	-6	-7	-4	-3	-1	-4	2	-3
C=C1C(=O)O[C@H]2C1CC[C@@](C)(O)C13C=CC(C)(C21)C1(C3)C(=O)O[C@@H]2C3C(C)=CCC3[C@](C)(O)C[C@H](OC(C)=O)C21 (some centres not stated)	16	-2	5	-3	6	-3	-10	-2	-1
COc1cc(C(=O)N2CCC(n3c(C)nc4cc(F)ccc43)CC2)cc(OC)c1OC	34	-3	2	-3	0	0	4	1	-4
Cc1noc(C)c1S(=O)(=O)N(CC(=O)O)c1ccc2c(c1)OCO2	2	4	4	10	13	8	-2	2	-1
Cc1c(O)c2c3c(cccc3c1O)C(=O)N(c1ccccc1)C2=O	-2	-4	-4	1	6	13	3	1	2
O=C(NCCN1CCOCC1)c1cc(-c2ccc(F)cc2)on1	12	3	-4	-3	9	-5	7	-2	-3
CCN(CC)S(=O)(=O)c1ccc(NCc2ccccc2)nc1	12	-1	-5	1	1	4	11	5	-5

Some of the entries above in a different format:
SMILES,PREPL inhibitor,LYPLA1 inh,PME-1 inh,LYPLA2 inh,PAFAH1B3 FP inh,pPAFAH inh,GSTO1 inh,PAFAH1B2 inh,PAD4 inh
C/C(=N\Nc1ccc([N+](=O)[O-])cc1)c1ccc(N)cc1,10,-1,9,4,7,-2,5,1,-3
O=C(NC1=C(NC2CCS(=O)(=O)C2)C(=O)c2ccccc2C1=O)c1ccccc1 (configuration not stated),11,2,6,4,66*,8,81*,13,26*
O=C(Cn1nnc(-c2ccccc2F)n1)Nc1ccc(C(=O)N2CCOCC2)cc1,1,-1,0,3,8,0,-5,4,-4

Next records
SMILES	PREPL inhibitor	LYPLA1 inh	PME-1 inh	LYPLA2 inh	PAFAH1B3 FP inh	pPAFAH inh	GSTO1 inh	PAFAH1B2 inh	PAD4 inh
N#Cc1ccc(C(=O)Nc2ccn(-c3ccccc3)n2)cc1	3	2	2	6	3	5	-2	1	-2
CCc1ccc[n+](-c2[nH]c(=O)sc2/C=N/N=C(\[O-])c2ccncc2)c1	14	-4	-4	0	5	1	8	0	3
COCC(C)n1c(-c2ccc3c(c2)NC(=O)CO3)csc1=Nc1ccc(OC(F)F)cc1 (configuration not stated)	31	0	5	1	2&1	0	8	7&1	-1
Cc1cccc(C(=O)OCC(=O)NCCN2C(=O)CSC2=O)c1[N+](=O)[O-]	11	x	x	x	1	-1	x	3	-1
CCCCNC(=O)OCCNC(=O)NC	9	-2	3	-6	5	-1	0	2	-6
O=C(COC(=O)c1ccc(Cl)nc1)c1ccc2c(c1)OCCO2	0	-3	4	0	2	3	11	1	1
N#C/C(=C(\O)Cc1ccccc1)c1nc2ccccc2[nH]1	7	1	-1	-1	11	3	7	2	0
CC(C)Cc1nnc(NC(=O)CN2C(=O)NC3(CCCC3)C2=O)s1	12	2	0	2	0	-3	-1	6	2
CCCn1nnnc1-c1cc(Cl)cc(Cl)c1	1	-2	-1	1	6	-7	5	6	-1
CC1CCN(c2ccc3nnc(CCC(=O)N4CCN(c5ccccc5F)CC4)n3n2)CC1	-18	3	2	2	6	1	-2	5	-10
CCCSc1nsc(SCCC)c1C(N)=O	1	4	1	6	9	7	-3	3	-1
CCN(CC(=O)Nc1c(F)cccc1F)C(=O)c1ccc(C2SCCS2)cc1	-2	-1	3	-9	-4	6	4	0	-2
